Screening data as filed in PubChem.
IMPase cell inh – IMPase inhibition in cells | P97697 | CHO-M1 cells, IP1 accumulation, HTRF TR-FRET ratio | inhibition (IP1 accumulation), % at 46.1 µM | 120,000 tested, under 10 active; active = well fitted curve in the direction sought with a large enough effect in the signal ratio, not every such curve was filed as active; inconclusive = small, poorly fitted or top-dose-only effect, or a change in a side signal; inactive = no such curve, though single readings can be large or run the other way; the % refers to the signal ratio;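 note: cells stimulated with carbachol in lithium chloride buffer; plate controls were DMSO basal wells for no effect and reference inhibitor wells for full effect; higher means more IMPase inhibition seen as more IP1 and lower FRET ratio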
Target sequence (P97697 whole entry, looked up): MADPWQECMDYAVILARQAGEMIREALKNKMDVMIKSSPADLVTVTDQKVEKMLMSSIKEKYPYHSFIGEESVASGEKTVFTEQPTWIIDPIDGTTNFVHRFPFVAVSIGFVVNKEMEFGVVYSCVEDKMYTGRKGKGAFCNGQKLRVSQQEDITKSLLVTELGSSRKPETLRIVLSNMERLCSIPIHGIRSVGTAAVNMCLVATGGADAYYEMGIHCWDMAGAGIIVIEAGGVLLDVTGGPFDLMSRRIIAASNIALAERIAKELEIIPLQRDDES
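In this qHTS, compounds (final up to 46 uM) act on CHO-M1 cells that are then activated through the M1 receptor with carbachol, in pH 7.4 buffer containing 50 mM LiCl, for 30 min. IP1 accumulation is quantified by the IP-One immunoassay.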
12-hLO inh – 12-hLO (ALOX12) enzyme inhibition; purified 12-hLO, xylenol orange hydroperoxide absorbance; Potency, µM (top dose mostly 57.1 µM), inactives show at the top dose activity change, negative = inhibition, hits mostly inhibitors; P18054; AID 1452; actives 0.12% (n = 150,000); note: potency is the fitted concentration of half-maximal effect; nearly all actives have a fitted effect of over 55% in size; many of its hits are not listed in these tables
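150 nM 12hLO, 25 mM Hepes pH 7.0 + 0.01% Triton X-100; cpd preinc 15 min RT; 40 uM arachidonic acid, 30 min RT; Fe-XO 30 min; A573/A405 ratio as read-out.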
ALOX15B inhib – blocks human 15-lipoxygenase 2 activity; purified 15hLO-2, xylenol orange hydroperoxide absorbance; Potency, µM (titrated, usually from 57.1 µM), for inactives: at the top dose activity change, negative = inhibition, hits mostly inhibitors; actives 0.56% (n = 110,000); AID 881; note: potency is the fitted concentration of half-maximal effect; nearly all actives have a fitted effect of over 60% in size; many of its hits are not listed in these tables
Target sequence (O15296 whole entry, looked up): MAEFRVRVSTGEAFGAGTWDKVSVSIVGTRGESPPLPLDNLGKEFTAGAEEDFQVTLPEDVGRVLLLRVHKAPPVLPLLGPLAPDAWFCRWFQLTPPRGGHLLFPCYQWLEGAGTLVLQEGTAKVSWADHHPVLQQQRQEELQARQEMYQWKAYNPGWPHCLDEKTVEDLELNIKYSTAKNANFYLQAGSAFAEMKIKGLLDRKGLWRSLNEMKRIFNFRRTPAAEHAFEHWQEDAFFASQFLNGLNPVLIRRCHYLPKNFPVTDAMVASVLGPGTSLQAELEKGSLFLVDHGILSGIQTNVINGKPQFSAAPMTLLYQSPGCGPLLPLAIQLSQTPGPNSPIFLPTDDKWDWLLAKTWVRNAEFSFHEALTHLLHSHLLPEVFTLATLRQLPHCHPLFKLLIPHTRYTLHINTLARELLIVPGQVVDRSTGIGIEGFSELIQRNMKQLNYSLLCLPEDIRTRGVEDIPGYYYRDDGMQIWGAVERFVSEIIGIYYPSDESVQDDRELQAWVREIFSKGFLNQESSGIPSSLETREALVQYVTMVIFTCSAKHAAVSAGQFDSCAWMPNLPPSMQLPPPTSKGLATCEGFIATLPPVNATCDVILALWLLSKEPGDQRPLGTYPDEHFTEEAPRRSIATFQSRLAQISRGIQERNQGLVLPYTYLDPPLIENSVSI
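Screening format was qHTS against 50 nM purified 15hLO-2 in Hepes pH 7.5 with detergent. Activity follows hydroperoxide formation from 45 uM arachidonic acid, measured as 573:405 nm absorbance ratio of the ferric-xylenol orange complex.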
PNC inhibitor – inhibitors of perinucleolar compartment assembly; actives 3.1% (n = 140,000); activity change (PNC), negative = inhibition, % at 10 µM; AID 2417; PC3M PTB-GFP, PNC prevalence imaging, 16 h; hits give low values;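 active = readout at or below -70, meaning at least 70% loss of cells showing the perinucleolar compartment, a nuclear body marking cancer cells; inconclusive = readout between -30 and a set limit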;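 note: plate controls were DMSO wells for no effect and camptothecin positive control wells for full effect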
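Compounds are pinned in duplicate onto adhered PC3M cells stably expressing GFP-tagged PTB and incubated 16 h at 37 C. Cells are then fixed, nuclei stained with Hoechst, and PNC-positive cells counted.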
An asterisk follows results filed as active; ? = inconclusive; / = not tested or not shown; [ ] = another dose, or the depositor's remark. Unless noted, calls come from the whole dose curve; as a rule, active = well fitted curve in the direction sought with a large enough effect; inconclusive = small, poorly fitted or top-dose-only effect, or another doubt; inactive = no such curve, though single readings can be large; an effect the other way counts as inactive or inconclusive. Unless noted, % is set by controls: 0 for no effect and ±100 for the full control effect. An excerpt, so the mix of outcomes need not match the whole.

#	ALOX15B inhib	PNC inhibitor	12-hLO inh	SMILES	IMPase cell inh
1	/	14	3%	C/C(=N/NC(=O)c1sc(=S)n(C)c1C)c1ccccc1	-6
2	/	?	-3%	Cc1ccc([N+](=O)[O-])c(OCCN2CCNCC2)c1	-4
3	5%	-26	-5%	Cc1cc(C)c2nc(NC(=O)C3CCCO3)sc2c1 (stereo not given)	3
4	/	3	-5%	CCn1c2ccc(C)cc2c2nc3cc(C(=O)O)ccc3nc21	-5
5	10%	-16	0%	COc1c2ccoc2nc2c(OC)cccc12	1
6	/	17	1%	Cc1ccccc1Nc1nc(-c2ccccc2)c(C(=O)Nc2cccnc2)s1	5
7	-9%	-29	0%	Cn1c(SCc2nc(-c3ccccc3)no2)nnc1-c1ccco1	-2
8	-25%	-29	-13%	Cc1nn(C)cc1C(=O)NNC(=S)Nc1ccc(Cl)cc1	8
9	-3%	1	-1%	Cc1nn(C)c(C)c1NC(=O)Nc1cccc(C(F)(F)F)c1	-1
10	-5%	?	-4%	COc1cccc(C(c2c(O)nc(SC)n(C)c2=O)c2c(O)nc(SC)n(C)c2=O)c1	1
11	-3%	-25	4%	CCC(C)NC(=O)CSc1nnc(-c2ccoc2C)n1CC1CCCO1 (stereo not given)	1
12	26%	?	-3%	COc1ccc(OC)c(-c2cc(C(=O)Nc3cc(C)n(Cc4ccc(Cl)cc4)n3)no2)c1	2
13	-2%	?	-4%	Cc1ccc2c(c1)NC(=O)C(CC(=O)NCc1cccnc1)O2 (stereo not given)	0
14	-12%	-20	-9%	O=[N+]([O-])c1cc(C(F)(F)F)ccc1Sc1ccc2ccccc2n1	-1
15	/	-19	1%	COc1ccc(CN=C2NC(=O)CC(C(=O)Nc3ccc(F)cc3)S2)cc1 (stereo not given)	-6
16	-4%	37	4%	COc1cc(/C=N\NC(=O)c2ccc(=O)[nH]n2)cc(OC)c1OC	-6
17	1%	22	-1%	O=C(Cn1c(=O)[nH]c2ccsc2c1=O)NC1CCCCC1	-2
18	0%	46	-2%	Cc1c(C(=O)NCc2ccccc2)c(-c2ccccc2)nn1-c1ccccc1	-1
19	-11%	?	-5%	Cc1ccc(NC(=O)Cn2c(=O)n(CCCCC(=O)NCc3ccco3)c(=O)c3ccccc32)cc1	-4
20	1%	-12	-9%	COc1ccc(OC)c(NC(=O)CN2CCC(C(=O)c3ccc(C)cc3)CC2)c1	5
21	0%	?	0%	CCCN1CCN(C(=O)c2cccc3c2C(=O)N(CCOC)C3)CC1	-4
22	/	192	-3%	CN1C(=O)CC(N2CCN(c3ccc(Cl)cc3)CC2)C1=O (stereo not given)	/
23	/	-5	-8%	O=C(N/N=C/c1ccc2c(c1)OCO2)c1sc2cc(Cl)ccc2c1Cl	/
24	/	10	5%	CCCCc1c(C)nc(Nc2ccc(OC)cc2)[nH]c1=O	/
25	-5%	?	1%	COc1ccc(-c2nc(N3CCC(C)CC3)[nH]c(=O)c2C#N)cc1	?
26	/	-8	-11%	Cc1c(Br)c(=O)oc2c(Br)c(O)c(O)cc12	/
27	-6%	2	-2%	N#Cc1ccccc1NCc1ccccc1	2
28	-4%	11	-6%	CSc1ncc(Cl)c(C(=O)Nc2sc3c(c2C(=O)NCc2ccco2)CCCC3)n1	1
29	48%[activator]	13	12%	O=C(CCCSc1nc2ccccc2s1)NC1=NCCS1	2
30	-5%	23	0%	Cc1ccc(NC(=O)CN2C(=O)COc3ccc(C)cc32)nc1	-3
31	-11%	8	2%	Cc1[nH]nc2c1C1(C(=O)Nc3ccc([N+](=O)[O-])cc31)C(C#N)=C(N)O2 (stereo not given)	-8
32	11%	2	-5%	COc1ccc(/C=C(/NC(C)=O)C(=O)O)cc1	-3
33	1%	50	1%	CC(C)CNC(=O)NC(=O)COc1ncnc2sccc12	-4
34	2%[11.4 µM]	?	1%	CCc1nc(SCC(=O)NNC(=O)C(C)C)c2ccccc2n1	?
35	5%	-29	-7%	O=C(Nc1c(C(=O)NCc2ccco2)cnn1-c1ccccc1)c1cccc(F)c1	-4
36	34%[activator]	-6	-5%	Cc1ccc(-c2nn(C(C)(C)C)c3ncnc(N)c23)cc1	-8
37	0%	-8	1%	CC(C)N(CCO)C(=O)C(c1ccccc1)c1ccccc1	9
38	-1%	/	-2%	CC(C)c1c(O)ccc2c1CCC1C(C)(C)CCC[C@@]21C (stereo not given in full)	/
39	/	-100*	0%	O=C(NC(=S)Nc1nc2ccccc2s1)c1cccs1	/
40	-6%	26	4%	COc1ccc(-n2c(Cc3cccn3C)nnc2SCC(=O)NC2CCCC2)cc1	-5

No new results follow: entries from further up.
#	ALOX15B inhib	PNC inhibitor	12-hLO inh	SMILES	IMPase cell inh
36	34%[activator]	-6	-5%	Cc1ccc(-c2nn(C(C)(C)C)c3ncnc(N)c23)cc1	-8
37	0%	-8	1%	CC(C)N(CCO)C(=O)C(c1ccccc1)c1ccccc1	9
38	-1%	/	-2%	CC(C)c1c(O)ccc2c1CCC1C(C)(C)CCC[C@@]21C (stereo not given in full)	/
39	/	-100*	0%	O=C(NC(=S)Nc1nc2ccccc2s1)c1cccs1	/
40	-6%	26	4%	COc1ccc(-n2c(Cc3cccn3C)nnc2SCC(=O)NC2CCCC2)cc1	-5

Further compounds:
#	ALOX15B inhib	PNC inhibitor	12-hLO inh	SMILES	IMPase cell inh
41	-1%	17	-1%	CCOC(=O)c1ccc(NC(=O)C(CC)CC)cc1	-8
42	27%	?	-4%	O=C(NCc1ccco1)C1CCN(c2nc3ccccc3n2Cc2ccccc2F)CC1	6
43	/	27	-4%	COC(=O)CN1C(=O)COc2ccc(Cl)cc21	/
44	/	-23	1%	OC(CN1CCN(Cc2ccccc2)CC1)c1ccc(F)cc1 (stereo not given)	/
45	1%	?	1%	Cn1c(=O)c2[nH]c(CN3CCN(Cc4ccccc4)CC3)nc2n(C)c1=O	6
46	-11%[11.4 µM]	/	-12%[11.4 µM]	O=c1cc(N=Nc2ccc(O)cc2)[nH]c(=O)[nH]1	/
47	/	7	-7%	COc1ccc(NC2=C(C(C)=O)C(c3ccc(OC)c(OC)c3)C(C(C)=O)C(C)(O)C2)cc1 (stereo not given)	1
48	/	6	-4%	Cc1ccc(C)c(S(=O)(=O)N2CCN(C(C(=O)Nc3ccc(F)cc3)c3ccccc3)CC2)c1 (stereo not given)	/
49	/	-17	1%	COc1ccc(C(=O)NCC(=O)N=Nc2c(O)n(Cc3ccccc3)c3ccccc23)cc1OC	16
50	/	?	-5%	Cc1ccc(O)c(N=NC2=C(O)CC(C)(C)CC2=O)c1	/
51	3%	?	-8%	CCOC(=O)Nc1oc2ccccc2c(=O)c1CN1CCOCC1	6
52	-2%	4	-5%	O=c1[nH]c(SCc2cccc(Cl)c2)nc2c1CCCC2	2
53	-1%	-9	-6%	Cc1cc(NC(=O)c2ccccc2NS(=O)(=O)c2c(C)c(C)cc(C)c2C)no1	-11
54	/	-20	-6%	Cc1sc(NC(=O)C2C3CCC(O3)C2C(=O)O)nc1-c1ccc(CC(C)C)cc1 (stereo not given)	/
55	/	-8	-4%	Cc1ccc(N/C(C(Cl)=C(Cl)Cl)=C(/Cl)[N+](=O)[O-])c(C)c1	/
56	-5%	?	-1%	CN1C(=S)SC(C)(C)C1/[N+]([O-])=C/c1cccnc1 (stereo not given)	1
57	/	?	-1%	CC(C)C(=O)Nc1cccc(-c2cn3ccccc3n2)c1	/
58	9%	?	-1%	CCOC(=O)N1CCN(C(=O)Cc2cccs2)CC1	-3
59	34%[activator]	-3	-13%	N#Cc1c(NCCO)nc(NCc2ccccc2)c2c1CCN(Cc1ccccc1)C2	-17
60	28%	?	-9%	Cc1ccc(-c2cc(C(=O)NCCCn3ccnc3)c3cc(Br)ccc3n2)o1	?
61	15%	1	-6%	Brc1ccccc1CN1CCC(N2CCCCC2)CC1	20
62	-3%	29	-2%	Cc1cc(C)n2nc(C(=O)Nc3cccnc3)nc2n1	4
63	-3%	/	-1%	CC(=O)N1CC=CC1(CC(C)C)C(=O)NCc1ccc(C)o1 (stereo not given)	/
64	/	27	0%	CCOc1ccc(S(=O)(=O)N/N=C(\C)c2ccc(Cl)c(Cl)c2Cl)cc1	-9
65	-9%	-25	-6%	CC(=O)Nc1ccc(S(=O)(=O)NNC(=O)c2cc3c4ccccc4n(C)c3s2)cc1	-10
66	-4%	29	-2%	Cc1cnc(NC(=O)CSc2nnc(-c3cccs3)n2C)s1	3
67	-8%	-107*	-1%	Cc1ccc(C(=O)N2CCN(c3ccccc3)CC2)cc1C	20
68	9%	25	2%	Cc1cccc(CN2CCCC(C(=O)N3CCc4ccccc4C3)C2)c1 (stereo not given)	13
69	-9%	19	-20%	Cc1cc(C)c(C#N)c(=N)o1	12
70	-14%	20	-8%	CCOC(=O)N1CCC(N2CCN(S(=O)(=O)c3ccc(C)cc3)CC2)CC1	3
71	?	9	-10%	O=C(Nc1cc(Cl)ccc1Cl)C1CC(=O)N(c2ccc(Br)cc2)C1 (stereo not given)	-3
72	-6%	-23	1%	O=S(=O)(Nc1ccc(N2CCOCC2)cc1)c1cccs1	0
73	/	38	-4%	COc1ccc(Oc2c(O)c3ccccc3n(C)c2=O)cc1	/
74	11%	7	-5%	CCN1N=C(c2ccccc2)Cn2c1nc1ccccc12	-6
75	/	-17	-5%	O=C(COc1ccc(Cl)cc1Br)NC(=O)NCc1ccccc1	-10
76	/	10	-3%	N#CC(c1ccc(Cl)cc1)c1ncc(C(F)(F)F)cc1Cl (stereo not given)	3
77	-3%	2	-4%	CS(=O)(=O)N(CC(=O)Nc1ccc2c(c1)OCCO2)c1ccc2c(c1)OCO2	16
78	/	23	0%	CC(C)c1ccc(S(=O)(=O)N2CCN(C(C)C(=O)Nc3ccccc3-c3ccccc3)CC2)cc1 (stereo not given)	/
79	15%	0	-7%	O=c1c2c(nc3n1CCCCC3)-c1ccccc1CC21CCCC1	16
80	/	-3	0%	COc1cccc(NC(=O)Nc2nnc(N3CCCCC3C)s2)c1 (stereo not given)	/

Brought forward from above: 4 compounds; new compounds follow.
#	ALOX15B inhib	PNC inhibitor	12-hLO inh	SMILES	IMPase cell inh
77	-3%	2	-4%	CS(=O)(=O)N(CC(=O)Nc1ccc2c(c1)OCCO2)c1ccc2c(c1)OCO2	16
78	/	23	0%	CC(C)c1ccc(S(=O)(=O)N2CCN(C(C)C(=O)Nc3ccccc3-c3ccccc3)CC2)cc1 (stereo not given)	/
79	15%	0	-7%	O=c1c2c(nc3n1CCCCC3)-c1ccccc1CC21CCCC1	16
80	/	-3	0%	COc1cccc(NC(=O)Nc2nnc(N3CCCCC3C)s2)c1 (stereo not given)	/
81	0%	4	4%	CC1CCc2c(nc3nc[nH]n3c2=O)C1 (stereo not given)	-5
82	-12%	-6	-3%	CC(C)(C)c1ccc(C(=O)/C=C2\NC(=O)CS2)cc1	-2
83	/	-15	3%	S=C(NC1CCCC1)N1CCN(c2ccccn2)CC1	-13
84	3%	16	-5%	CC(=O)C1=C(C)OC(N)=C(C#N)C1c1ccco1 (stereo not given)	6
85	/	-8	-3%	CCOC(=O)CCCCC(=O)c1[nH]c(=O)[nH]c1CSc1nnc2c3ccccc3n(C(C)C)c2n1	/
86	/	-9	2%	COc1ccc(C(C)NC(=S)NC2CCCC2)cc1OC (stereo not given)	1
87	-9%	44	10%	CC(=O)Nc1ccccc1-c1nnc(SCc2ccccc2Cl)[nH]c1=O	0
88	-5%	-11	5%	COc1ccc(C2c3c(oc4ccccc4c3=O)C(=O)N2CC2CCCO2)cc1 (stereo not given)	10
89	-3%	?	3%	CCc1cccc(C)c1NC(=O)C1CCCO1 (stereo not given)	5
90	-6%	70	-4%	S=C(c1ccccc1)N(c1ccccc1)c1ccccc1	9
91	1%	?	-17%	Cc1ccc(S(=O)(=O)N2C(=S)SCC2(C)C)cc1	4
